# M4 ag – human M4 muscarinic receptor agonists, primary screen, CHO-K1 cells, Fluo-8 calcium fluorescence. Muscarinic acetylcholine receptor M4 (Homo sapiens), P08173. CHO-K1 hM4/Gqi5; vehicle 0%, full acetylcholine response 100%. activation, % at 3 µM. hit rate 0.14% among 360,000. AID 624127, 2012;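 active = activation above the run mean over all test wells plus 3 SD, cut at about 32% in these data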;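 note: peak over basal fluorescence ratio per well then scaled between controls; 0% = DMSO wells and 100% = acetylcholine at EC100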
# CRFR2-BP ag – agonists of CRF-BP/CRF-R2 complex, primary screen, cell-based, HEK293, calcium dye fluorescence, uHTS; CRF-binding protein / CRF receptor 2 complex (human); calcium dye fluorescence (FLIPR); percent of saturating CRF peptide response; hit rate 0.46% among 350,000; activation, % at 13.2 µM;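 active = activation of at least 50%, plus an integration ratio under a set limit after plate pattern correction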;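 note: plate controls were neutral control wells without compound for no effect and CRF at EC100 for full effect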
# CHRM5 antagonist – human M5 muscarinic receptor antagonists, primary screen, CHO cells, Fluo-8 calcium fluorescence | Muscarinic acetylcholine receptor M5 (Homo sapiens), P08912 | CHO-hM5 cells, ACh EC80 | inhibition, % at 3 µM | hit rate 0.59% among 360,000;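 active = inhibition above a per-plate cutoff, the mean of that plate's test compounds plus 3 SD, cut at about 27% in these data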;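 note: 0% = acetylcholine EC80 with DMSO and 100% = DMSO without agonist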
# Target sequence (P08912 whole entry, looked up): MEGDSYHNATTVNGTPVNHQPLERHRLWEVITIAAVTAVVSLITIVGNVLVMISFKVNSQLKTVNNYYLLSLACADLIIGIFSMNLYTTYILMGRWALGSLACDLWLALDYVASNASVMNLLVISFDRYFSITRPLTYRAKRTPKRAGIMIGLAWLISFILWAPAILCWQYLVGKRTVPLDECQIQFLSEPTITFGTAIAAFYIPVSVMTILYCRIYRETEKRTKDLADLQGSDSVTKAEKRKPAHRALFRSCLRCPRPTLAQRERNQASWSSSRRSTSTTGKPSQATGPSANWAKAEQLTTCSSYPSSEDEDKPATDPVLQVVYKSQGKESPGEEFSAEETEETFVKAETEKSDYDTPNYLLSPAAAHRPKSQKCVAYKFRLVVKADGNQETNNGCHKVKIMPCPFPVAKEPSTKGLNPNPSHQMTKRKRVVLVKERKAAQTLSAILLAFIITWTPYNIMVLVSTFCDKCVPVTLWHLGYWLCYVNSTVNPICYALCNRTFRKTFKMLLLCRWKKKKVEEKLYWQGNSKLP
# M5 ag – human M5 muscarinic receptor agonists, primary screen, CHO-K1 cells, Fluo-8 calcium fluorescence. Muscarinic acetylcholine receptor M5 (Homo sapiens), P08912. CHO-K1 hM5 cells; 0% DMSO wells, 100% maximal acetylcholine response. activation, % at 3 µM. hit rate 0.19% among 360,000;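 active = activation above the run's mean over test compounds plus 3 SD, cut at about 23% in these data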;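 note: signal is peak over basal fluorescence ratio across the kinetic read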
# CRFBP-R2 block – antagonists of CRF-BP/CRF-R2 complex, primary screen, cell-based, HEK293, calcium dye fluorescence, uHTS. inhibition, % at 11.8 µM. CRF-induced calcium fluorescence. hit rate 0.59% among 350,000. AID 588475, 2011;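 active = inhibition of the ligand-induced calcium signal above about 50% at the single tested concentration, limit read from the data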
# M1 PAM – human M1 muscarinic receptor positive allosteric modulators, primary screen, CHO-K1 cells, Fluo-8 calcium fluorescence, 1536-well; Muscarinic acetylcholine receptor M1 (Homo sapiens), P11229; CHO-K1 hM1, ACh EC20; 0% = ACh EC20, 100% = maximal ACh; activation, % at 3 µM; hit rate 0.088% among 360,000; AID 588819, 2011; in the data active = activation above about 19%, passing the limit was not always enough
# Target sequence (P11229 whole entry, looked up): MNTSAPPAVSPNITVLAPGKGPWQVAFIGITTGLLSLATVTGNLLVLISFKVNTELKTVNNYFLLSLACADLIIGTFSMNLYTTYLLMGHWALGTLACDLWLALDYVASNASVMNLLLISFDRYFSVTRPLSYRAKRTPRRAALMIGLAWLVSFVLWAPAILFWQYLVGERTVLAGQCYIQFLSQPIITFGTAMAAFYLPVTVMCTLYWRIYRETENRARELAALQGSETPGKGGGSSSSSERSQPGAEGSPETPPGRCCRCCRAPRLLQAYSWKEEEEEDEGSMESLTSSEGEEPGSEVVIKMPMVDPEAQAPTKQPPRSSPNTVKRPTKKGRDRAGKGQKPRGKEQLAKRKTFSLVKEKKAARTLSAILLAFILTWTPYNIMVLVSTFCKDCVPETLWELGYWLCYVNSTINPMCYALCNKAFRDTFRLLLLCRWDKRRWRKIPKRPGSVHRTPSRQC
# M4 PAM – human M4 muscarinic receptor positive allosteric modulators, primary screen, CHO-K1 cells, Fluo-8 calcium fluorescence; AID 624126, 2012; activation, % at 3 µM; Muscarinic acetylcholine receptor M4 (Homo sapiens), P08173; CHO-K1 hM4/Gqi5, ACh EC20; 0% = ACh EC20, 100% = maximal ACh; hit rate 0.4% among 360,000;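 active = activation above its plate's cutoff, the mean activation of sample wells plus 3 SD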; note: some results filed as inactive read as strong as hits
# M4 antag – human M4 muscarinic receptor antagonists, primary screen, CHO cells, Fluo-8 calcium fluorescence | CHO-hM4 cells, ACh EC80 | inhibition, % at 3 µM | hit rate 0.73% among 360,000 | AID 624125, 2012;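 active = inhibition above its plate's cutoff, the mean inhibition of sample wells plus 3 SD, cut at about 27% in these data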;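 note: 0% = acetylcholine EC80 with DMSO and 100% = DMSO without agonist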
# CHRM5 PAM – human M5 muscarinic receptor positive allosteric modulators, primary screen, CHO-K1 cells, Fluo-8 calcium fluorescence | Muscarinic acetylcholine receptor M5 (Homo sapiens), P08912 | CHO-K1 hM5, ACh EC20 PAM; 0% = ACh EC20, 100% = ACh EC100 | activation, % at 3 µM | hit rate 0.3% among 360,000;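 active = activation above the run cutoff, the mean activation of all test compounds plus 3 SD, cut at about 18% in these data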
#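 Replicates: One well per compound, no replicates | System: Human M5 receptor in CHO-K1 cells | Benchmarks: Low control EC20 acetylcholine (0%), high control EC100 acetylcholine (100%) | Probe or stimulus: Acetylcholine, EC20 level | Times: Fluo-8 loading 80 min at 37 °C plus 30 min room temperature | Signal: Intracellular calcium via Fluo-8 fluorescence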
# Starred values were filed as active, the others as inactive; / = no result given.
M4 ag,CRFR2-BP ag,CHRM5 antagonist,M5 ag,CRFBP-R2 block,M1 PAM,M4 PAM,M4 antag,CHRM5 PAM,mol
0,4.0,5,-2,-21,7,8,-4,-3,CCCCn1c(N)c(N(CC(C)C)C(=O)c2ccc(C)c(S(=O)(=O)N3CCCCC3)c2)c(=O)[nH]c1=O
4,-2.7,-10,0,0,6,11,-8,6,Cc1ccc(-c2nn(-c3ccccc3)cc2C2CC(c3cccs3)=NN2C(=O)CCCC(=O)O)cc1 (configuration not stated)
0,5.2,3,0,-31,1,0,-14,-3,N#Cc1nccc2ccc(OCc3ccc(Br)cc3)cc12
0,-1.0,8,-4,10,1,0,2,1,C=CCOc1ccc2c(OC)c3ccoc3nc2c1OC
1,-0.2,-12,5,1,17,-3,-10,19*,COc1ccc(C2CC(=O)C(C=NCCO)=C(O)C2)cc1 (configuration not stated)
1,-1.4,-2,2,-9,13,9,-10,-3,O=C(/C=C/c1ccccc1[N+](=O)[O-])NNC(=O)c1ccncc1
3,0.8,12,-8,12,2,-6,-3,-5,O=C(Oc1ccc(C(=S)N2CCOCC2)cc1Cl)c1ccccc1F
-1,-1.2,9,-1,30,2,3,-10,-6,COc1ccc(-n2nc(C(=O)NCC(=O)N3CCCCCC3)c3ccccc3c2=O)c(OC)c1
0,4.3,1,-3,4,-2,-1,11,-1,Cc1cc(C(=O)CN2C(=O)C(=O)N(Cc3ccccc3)C2=O)c(C)n1Cc1ccccc1
0,1.4,-15,0,-11,7,14,-29,6,Cc1cc(OC(C)C(=O)NCc2cccnc2)c2c(C)cc(=O)oc2c1 (configuration not stated)
2,6.7,-2,1,33,7,3,0,0,O=C(c1ccc(Cl)cc1)c1oc2ccccc2c1CS(=O)(=O)c1ccccc1
1,-0.3,7,-4,-1,4,2,7,2,CCn1cc(CN2CCC(n3nccc3NC(=O)C3CCCC3)CC2)c(C)n1
0,1.6,-9,-2,-8,3,22,-13,6,C=CCn1c(C)cc(C(=O)CSc2nnc(NC(C)C)s2)c1C
-1,-2.4,-7,-3,0,-5,-3,-6,3,COc1ccc(OCc2nc(N)nc(Nc3cccc(C)c3C)n2)cc1
0,4.2,-5,-1,-22,3,20,4,2,CCOc1ccc(C(=O)Nc2nnc(C)s2)cc1OCC
2,-2.0,-25,5,-6,8,6,-1,4,Cc1[nH]c2ccccc2c1-c1csc(N)n1
1,-1.1,12,5,2,2,1,5,-6,O=C(COC(=O)/C=C/c1cccc(F)c1)NC(=O)NC1CCCC1
16,9.6,26,-9,-47,-27,-17,37*,-40,OC1CC2CCC(C1)N2CCCN1c2ccccc2Sc2ccc(Cl)cc21 (configuration not stated)
1,-0.1,17,-4,-10,-7,-7,3,-19,Cc1cc(C(=O)N/N=C/c2cc([N+](=O)[O-])ccc2O)c2ccccc2n1
2,4.8,10,2,-27,4,1,-1,-1,O=C1/C(=C/c2cccnc2)Oc2cc(OS(=O)(=O)c3ccc(Cl)cc3)ccc21
0,-1.5,0,0,21,5,-3,-7,1,COc1cc(/C=N/Nc2nc(Nc3ccccc3)nc(N3CCCCC3)n2)ccc1OCC(=O)O
-1,0.8,5,4,-3,5,3,6,-4,Cc1nc2c(C)cccc2cc1C(=O)N/N=C/c1ccc(N(C)C)cc1
0,0.0,-6,6,-4,11,7,-14,14,S=c1nn[nH]c2ccccc12
8,-0.3,17,-2,-13,3,-9,0,-14,O=C(NCC(=O)N(c1cccc(F)c1)C(C(=O)NCC1CCCO1)c1ccccc1)c1ccco1 (configuration not stated)
0,-1.6,-2,0,8,3,-7,6,3,CC(=O)CC(=O)Nc1nc(C)cc(C)n1
0,0.0,-1,-9,3,-10,-3,2,1,COc1cc2c(cc1OC)CN(C1CCCN(Cc3cccc(C(C)=O)c3)C1)CC2 (configuration not stated)
1,/,-11,0,/,/,2,-10,-2,O=C1NC[C@H](CCCCN2C[C@H](Cc3ccc(O)cc3)N(Cc3ccccc3)C(=O)C2=O)N(CC2CCCCC2)C1=O
2,-2.9,-2,-1,0,19,8,2,4,O=C(c1cccs1)N1CCN(c2nc3ccccc3s2)CC1
2,4.5,0,1,-2,3,-4,1,7,COc1ccc(NC(=O)c2cc(S(=O)(=O)N3CCCC3)oc2C)cc1
6,-4.1,14,2,-6,12,4,-4,-8,N#Cc1ccccc1CN1C(=O)NC(Cc2c[nH]c3ccccc23)C1=O (configuration not stated)
3,-0.3,-8,-2,-9,8,2,-5,4,Cc1ccccc1C(=O)Nc1ccnn1C1CCN(C(=O)c2ccoc2)CC1
-1,1.2,-4,-8,14,-3,0,-4,-4,COC(=O)CC1(c2cccc3ccccc23)C(=O)c2ccccc2C1=O
3,-0.1,13,-1,-13,-5,5,-2,-2,CC(C)C[C@H](NC(=O)c1ccc(OC2CCN(C(=O)C3CC3)CC2)cc1)C(N)=O
2,-1.3,12,-6,16,-4,9,0,-4,COc1cccc(CC(=O)Nc2ccc3c(c2)OC2(CCCC2)O3)c1
6,-1.0,0,3,1,-1,-5,-15,-9,Cc1csc(NC(=O)CN(C)S(=O)(=O)c2cccc3cccnc23)n1
1,0.2,11,1,-5,5,9,1,-6,O=C(Cc1cccc(NC(=O)C2CCCN(C(=O)C3CC3)C2)c1)Nc1cccc(C(=O)N2CCOCC2)c1 (configuration not stated)

# The last three entries of the section above open the next one.
M4 ag,CRFR2-BP ag,CHRM5 antagonist,M5 ag,CRFBP-R2 block,M1 PAM,M4 PAM,M4 antag,CHRM5 PAM,mol
2,-1.3,12,-6,16,-4,9,0,-4,COc1cccc(CC(=O)Nc2ccc3c(c2)OC2(CCCC2)O3)c1
6,-1.0,0,3,1,-1,-5,-15,-9,Cc1csc(NC(=O)CN(C)S(=O)(=O)c2cccc3cccnc23)n1
1,0.2,11,1,-5,5,9,1,-6,O=C(Cc1cccc(NC(=O)C2CCCN(C(=O)C3CC3)C2)c1)Nc1cccc(C(=O)N2CCOCC2)c1 (configuration not stated)
0,1.1,-1,2,-3,0,5,-2,-5,CN1CCN(C(=O)C(Cc2ccccc2)NS(=O)(=O)c2ccc3c(c2)CCC(=O)N3)CC1 (configuration not stated)
5,-1.9,7,-3,11,13,-10,-7,-2,COc1ccc(OC)c(N(CC(=O)Nc2ccccc2F)S(=O)(=O)c2ccccc2)c1
0,-2.1,6,-7,-6,-19,-28,13,-14,CSc1ccc(OC2CCN(Cc3ccccc3)CC2)cc1
-1,-1.2,9,-4,-4,0,-3,8,0,CC(=O)C1=C(O)C(=O)N(Cc2ccccc2)C1c1ccco1 (configuration not stated)
2,-1.9,9,-3,10,2,-1,2,8,Cc1cc(NC(=O)CCS(=O)(=O)c2nc(-c3ccccc3)cc(C(F)(F)F)n2)no1
0,-0.6,1,2,-13,3,11,-3,3,O=C(COC(=O)c1cc(=O)c2ccccc2o1)Nc1cc(Cl)ccc1Cl
6,/,7,2,/,/,6,-9,-3,CCOC(=O)[C@]12CCCC=C1N(Cc1ccccc1)C(=O)[C@H](CC(=O)NCc1cccs1)C2
5,0.3,0,-1,-4,-2,-1,-6,0,COc1ccc(N2CCN(C(=O)C(=O)c3c[nH]c4ccccc34)CC2)cc1
-2,2.9,-1,-8,28,-12,-14,-4,-20,OC(c1ccccc1)(c1ccc(F)cc1)C(c1ccccc1)N1CCOCC1 (configuration not stated)
-1,-0.6,7,-8,-3,7,2,-4,6,O=C(O)C1C2C=CC(C2)C1C(=O)Nc1nccs1 (configuration not stated)
-3,-0.8,21,-3,12,10,3,2,-8,CCc1ccc(OCCNC(=O)OCc2ccccc2)cc1
0,0.0,-12,-3,-14,17,3,1,4,CC(CCc1ccccc1)NC(=O)CNC(=O)N1CC(=O)Nc2ccccc21 (configuration not stated)
2,-2.7,5,1,80*,6,0,-6,3,N#Cc1cccc(NCC(=O)Nc2ccc3c(c2)OCCO3)c1
-3,0.7,8,-8,14,1,-4,1,-2,COc1cc(S(=O)(=O)N(C)C2CCCCC2)c(C)cc1C
2,0.5,11,6,-2,0,-6,21,-8,COc1ccc(NS(=O)(=O)c2cc(NC(=O)CCc3ccc(OC)c(OC)c3)ccc2N2CCOCC2)cc1
8,1.8,2,4,7,-4,-2,4,-11,COc1cc(NC(=O)CSc2ccc3c(c2)OCCO3)cc(OC)c1OC
5,-0.3,1,-2,-49,4,-1,1,-9,COc1ccc(N(CC(=O)Nc2cccc(OC)c2)S(=O)(=O)c2c(C)nn(C)c2C)cc1
3,-1.2,-1,0,4,-5,0,-13,-5,COc1ccc(NC(=S)N2CCC3CC2c2c(Cl)cccc23)c(OC)c1 (configuration not stated)
3,-1.0,-2,-4,1,9,-3,-6,0,O=S(=O)(c1ccc(Cl)cc1)N1CCN=C1SCc1cccnc1
1,-1.3,8,-1,-7,13,-8,-6,0,Cc1cc(Cl)ccc1NNC(N)=S
4,-2.4,2,-3,31,7,-2,3,3,O=C(COC(=O)c1cccnc1Cl)c1ccc(OC(F)F)cc1
-2,0.1,-1,-1,-6,0,-3,2,-2,C=C(C)CSc1nc2ncc(Cl)cc2[nH]1
7,0.7,7,-7,14,6,-3,1,-7,Cc1cccc(C(=O)Nc2ccc(C(=O)c3ccccc3)cc2)c1
7,/,5,0,/,0,2,-14,4,O=C(NCc1ccc2c(c1)OCO2)c1[nH]c(C(F)(F)F)nc1-c1ccccc1
3,-1.3,1,2,14,-4,-8,-7,-12,COc1ccc(N2Cc3cccc(C(=O)N4CCN(C(=O)c5ccco5)CC4)c3C2=O)cc1
0,3.5,0,-6,-32,11,3,0,14,COc1ccc(Nc2nc(NCCO)nc(OC)n2)cc1
27,92*,14,35*,-66,-7,-10,6,-15,CCc1ccc(NC(=O)C(C)OC(=O)/C=C/c2ccc(O)c(OC)c2)cc1 (configuration not stated)
0,0.4,10,-1,-2,4,4,4,-4,COc1ccccc1N(CC(=O)Nc1cccnc1)S(C)(=O)=O
1,0.3,-1,-1,-8,8,4,-9,1,Cc1ccc(-c2nc3ccccc3[nH]2)cc1NC(=O)c1sc2cc(Cl)ccc2c1Cl
-1,/,-1,-4,/,5,-2,7,-2,CC1(Cc2ccc(F)cc2)C(=O)Nc2c(Cl)cccc21 (configuration not stated)
6,-1.4,3,-1,13,1,4,5,-6,CCN(CC)c1ccc(-n2c(C)c(C(C)=O)c(C(C)=O)c2C)cc1
1,-1.1,2,-18,-8,4,-1,11,0,CCc1ccccc1N(CC(=O)N1CCCCCC1)S(C)(=O)=O
-1,-1.8,0,-4,-6,5,2,1,-1,CCN(C(=O)c1sc(N)c(C#N)c1C)C1CCCCC1
0,0.0,18,-2,-7,0,-1,6,-11,O=C(CCNC(=O)N1CC(=O)Nc2ccccc21)NCc1ccc(F)cc1
0,1.8,3,-1,-2,2,2,7,-1,COC(=O)c1cc(Cl)c(N)cc1OC
